Assay outcomes from PubChem.
rad50: NCI yeast anticancer drug screen, S. cerevisiae rad50 strain; % growth inhibition at 50 µM; actives 10% (n = 79,000);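 also: 0% = growth of vehicle-only cultures of the same strain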
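Compounds were tested on a yeast strain with an engineered DNA damage repair alteration; the reported value is growth inhibition normalised to vehicle treatment.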
yeast bub3: NCI yeast anticancer drug screen, S. cerevisiae bub3 mutant strain | % growth inhibition at 50 µM | actives 9.9% (n = 78,000);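 also: 0% = growth of vehicle-only cultures of the same strain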
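Mutant yeast screening strain plus compound; vehicle-treated cultures serve as the 0% inhibition reference.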
sgs1 mgt1: NCI yeast anticancer drug screen, S. cerevisiae sgs1 mgt1 strain; actives 10% (n = 78,000); growth inhibition, % at 50 µM;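 also: 0% = growth of vehicle-only cultures of the same strain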
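This yeast growth screen uses a strain with defined DNA-repair lesions; compound-treated growth is compared with vehicle-treated growth.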
yeast mlh1 rad18: NCI yeast anticancer drug screen, S. cerevisiae mlh1 rad18 strain. growth inhibition, % at 50 µM. actives 11% (n = 79,000). AID 175;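 also: 0% = growth of vehicle-only cultures of the same strain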
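Genetically defined yeast (DNA repair-deficient) exposed to compounds; growth inhibition determined relative to vehicle.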
yeast cln2 rad14: NCI yeast anticancer drug screen, S. cerevisiae cln2 rad14 strain; actives 8.3% (n = 78,000); growth inhibition, % at 50 µM;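 also: 0% = growth of vehicle-only cultures of the same strain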
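Each compound was tested on cln2 rad14 yeast. Inhibition of growth was calculated against vehicle-exposed controls.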
yeast mec2-1: NCI yeast anticancer drug screen, S. cerevisiae mec2-1 strain | growth inhibition, % at 50 µM | actives 9% (n = 79,000);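 also: 0% = growth of vehicle-only cultures of the same strain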
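Mutant yeast (mec2-1) grown with compound; growth inhibition relative to vehicle control reported.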
* hit, by the source's call; nt = not tested or not shown. Rule as the data show it: active = growth inhibition above about 70%; inactive = the rest.

Molecule	sgs1 mgt1	yeast cln2 rad14	yeast mec2-1	rad50	yeast mlh1 rad18	yeast bub3
CC(=O)CC(c1ccccc1)c1c(O)c2ccccc2oc1=O (stereo not drawn)	55	55	32	47	45	62
CC1([N+](=O)[O-])C(=O)C2(N3CCCC3)CCCC2C1c1ccccc1 (stereo not drawn)	-11	-2	8	0	-9	8
Nc1ncc(I)cn1	1	-30	4	-10	14	-8
Cc1ccc(OCCC(=O)O)cc1	-11	-64	-6	7	-2	-27
BrCC1(CBr)COC1	8	-8	2	4	9	87*
CCCCCCO[Si](OCCCCCC)(OCCCCCC)OCCCCCC	-11	17	-32	-35	-17	-18
NC(=O)c1csc(C2OC3COP(=O)(O)OC3C2O)n1 (stereo not drawn)	-39	-6	-26	-21	-29	-29
CC1=C(C(=O)Nc2ccccc2C)C(/C=C/c2ccccc2)C(C(=O)Nc2ccccc2C)=C(C)N1	25	18	24	46	33	28
CC1=N/C(=C/c2ccc3c(c2)OCO3)C(=O)O1	6	-25	6	5	14	-5
CCCCCCCCCCC1CCC(=O)O1 (stereo not drawn)	91*	98*	99*	97*	92*	91*
O=C(N=C1[Se]C(=Nc2ccccc2)C(=Nc2ccccc2)N1c1ccccc1)c1ccc([N+](=O)[O-])cc1	-18	-27	-22	-10	-7	3
C/C=C\C(/C=C/C)(C(=O)OCCN(C)C)C(/C=C\C)(/C=C/C)C(=O)OCCN(C)C (stereo not drawn)	96*	96*	97*	98*	97*	95*
COC(=O)C(CC(C)C)NC(=O)C(Cc1ccccc1)NC(=O)OCc1ccccc1 (stereo not drawn)	-8	5	-6	27	-14	-1
ClCC1OC1CCl (stereo not drawn)	1	-11	3	22	2	10
Cc1ccc(O)c(Cl)c1C	-7	7	-28	6	5	-26
COc1cccc(C2C3=C(COC3=O)Oc3cc4c(cc32)OCO4)c1 (stereo not drawn)	-31	-2	-24	-41	-14	-5
Cc1cccc2c(NCCC[N+](C)(C)[O-])c3c([N+](=O)[O-])ccc(C)c3nc12	44	3	-14	54	43	-3
O=C1NCCCCCC1S(=O)c1ccccc1 (stereo not drawn)	-8	29	-10	-8	-12	-12
CCCCc1ccc(O)c(CN(CC)CC)c1	-12	-24	-8	11	-3	-7
O=C(Nc1cc(Cl)ccc1C(=O)O)c1cccc(C[n+]2ccccc2)c1	-12	9	-30	-18	-10	-17
O=C(O)/C=C\C(=O)Nc1ccc(N=Nc2ccccc2)cc1	-8	-4	-40	-35	-3	-19
ClC[P+](c1ccccc1)(c1ccccc1)c1ccccc1	13	12	19	38	33	25
CCOc1ccc(C(=O)CCN2CCOCC2)cc1	57	53	42	78*	55	46
CCCCCCOC(=O)C(O)c1ccccc1 (stereo not drawn)	-3	-19	1	5	1	8
N[C@@H](CO)[C@@H](O)c1ccc([N+](=O)[O-])cc1	-4	-38	-8	2	-5	2
O=C(O)CCCc1ccc2ccccc2c1	12	40	-27	17	12	6
c1ccc(C(Sc2c[nH]c3ccccc23)(c2ccccc2)c2ccccc2)cc1 (tested in a mixture with another compound)	10	2	-12	-20	-25	-38
c1ccc(N2CCN(c3ccccc3)C2c2ccc3c(c2)CCC3)cc1	-5	16	14	-16	-24	-2
CCCN=C(NC(=O)c1ccc(Cl)cc1)SC	-6	-7	-41	-16	-46	8
O=[N+]([O-])c1ccc(C2ON=C(c3ccccc3)N2C23CC4CC(CC(C4)C2)C3)cc1 (stereo not drawn)	-6	26	-9	-13	-28	-6
CC(=O)NCc1ccccc1	-14	-18	8	1	-11	-8
COc1ccc(/C=N/NC(=O)c2ccccc2OC)cc1	30	-12	20	2	36	-11
CC[N+](CC)(CC)Cc1ccc(C[N+](CC)(CC)CC)cc1	-1	92*	54	17	17	96*
C#CC(O)(c1ccccc1)c1ccc(N2CCOCC2)cc1 (stereo not drawn)	14	-20	-13	6	-9	22
CCOC(=O)CCCCCCCCCCCCC1C=CCC1 (stereo not drawn)	-3	-29	-41	-19	-21	-49
Nc1nc(N)c2c(n1)CCC(S(=O)(=O)c1ccc3ccccc3c1)C2 (stereo not drawn)	36	7	85*	49	14	-8
C=C1CC(Cn2ccc(=O)[nH]c2=O)(c2ccc(Cl)cc2)OC1=O (stereo not drawn)	70*	40	50	48	74*	66
CCCC(NC(=O)CNC(=O)CN)C(=O)O (stereo not drawn)	-10	-35	-27	-42	3	2
COc1ccc(C2=NN(c3ccccc3)C[N+](c3ccc(C)cc3)=N2)cc1	98*	98*	98*	98*	98*	98*
Cc1c2ccccc2nc(CS(=O)c2ccccc2)[n+]1[O-] (stereo not drawn)	20	-36	22	-9	20	17
COc1cc(OC)c2c(c1)OC1OC(=O)CC21 (stereo not drawn)	-7	-45	1	9	-10	-24
CCNC(=O)N1CC(=O)Nc2ccccc21	-10	-52	-15	-27	2	-5
C=CCOC(=O)C(O)C=C (stereo not drawn)	2	16	-12	8	12	-2
NC(=O)C(O)C1CCCCC1 (stereo not drawn)	-6	-41	2	2	-3	3
O=C(CSSCC(=O)Nc1ccccc1O)Nc1ccccc1O	-12	-24	-8	-11	-5	27
O=C(O)c1c2c(cc3c(=O)c4ccccc4[nH]c13)CCCC2	19	7	-16	-6	5	-16
O=C(c1ccccc1)C1(c2ccccc2)C(C(=O)c2ccccc2)(c2ccccc2)S1(=O)=O (stereo not drawn)	-8	-39	-14	-20	-15	-7
CCOC(=O)N[C@@H]1C(CC(=O)OC)O[C@H]2OC(C)(C)O[C@H]21 (stereo partly drawn)	10	7	-7	18	6	-10
Cn1c2nc(-[n+]3ccc(N4CCOCC4)cc3)nc-2c([O-])n(C)c1=O	-18	-45	1	-21	-12	-11
CCOC(=O)c1cnc2c(OC)cccc2c1Nc1ccc2c(c1)OCO2	-3	-29	2	-2	4	-7
O=C1c2ccccc2Cc2ccc(O)cc21	11	10	21	47	11	12
COC1=CC(C(=O)O)C=C(OC)C1	-8	-24	0	-2	7	-9
CN(C)CCCOc1ccc(/C=C/c2ccccc2)cc1	8	26	-4	31	10	26
Cc1ccc2nc(-c3ccc(NC(=O)c4ccc(N)cc4)c(S(=O)(=O)O)c3)sc2c1	-26	-22	5	2	-9	-16
CCOP(=O)(CN=C(c1ccccc1)c1ccccc1)OCC	-4	5	-34	-21	-7	-1
CCOC(=O)[C@]1(Br)CC[C@]1(Br)C(=O)OCC	-5	10	-13	16	-63	-29
Cc1cccc(C)c1NC(=O)C(=O)C1C(=O)N(c2ccccc2)N=C1N (stereo not drawn)	-11	-11	-10	-39	-16	-17
O=c1[nH]c2cc(Cl)ccc2nc1/C=C(\O)c1ccccc1O	-11	-8	-13	3	-1	-28
Cc1ccc(NC(=S)NCCO)cc1	nt	nt	-42	-25	-14	nt
CCC[CH2][Sn]([CH2]CCC)([CH2]CCC)/[C](=C/[Si](C)(C)c1ccccc1)c1ccc2c(c1)OCO2	92*	91*	94*	91*	89*	92*

The closing five entries of the part above come first, to join the parts:
Molecule	sgs1 mgt1	yeast cln2 rad14	yeast mec2-1	rad50	yeast mlh1 rad18	yeast bub3
CCOC(=O)[C@]1(Br)CC[C@]1(Br)C(=O)OCC	-5	10	-13	16	-63	-29
Cc1cccc(C)c1NC(=O)C(=O)C1C(=O)N(c2ccccc2)N=C1N (stereo not drawn)	-11	-11	-10	-39	-16	-17
O=c1[nH]c2cc(Cl)ccc2nc1/C=C(\O)c1ccccc1O	-11	-8	-13	3	-1	-28
Cc1ccc(NC(=S)NCCO)cc1	nt	nt	-42	-25	-14	nt
CCC[CH2][Sn]([CH2]CCC)([CH2]CCC)/[C](=C/[Si](C)(C)c1ccccc1)c1ccc2c(c1)OCO2	92*	91*	94*	91*	89*	92*
NCCC(=O)O	-8	12	15	6	17	-14
Cc1ccc(C(C)C)cc1NC(=O)c1ccc([N+](=O)[O-])cc1	17	-6	16	-5	22	3
C=C1C[C@H](O)[C@H]2C(C[Se]c3ccccc3)C(=O)O[C@@H]2[C@H]2[C@H](C)C(O)C[C@@H]12 (stereo partly drawn)	17	-32	21	44	87*	22
COC(=O)C(C(=O)OC)=S1C(Cl)=CC=C1Cl	2	-35	1	-4	-3	-30
Cc1ccc(CO)cc1	22	-6	-7	14	22	-2
CCCCSc1nc2ccccc2c(=O)[nH]1	-5	13	-13	-11	3	9
CCC(C)NC(=O)c1ccccc1-c1ccccc1C(=O)NC(C)CC (stereo not drawn)	5	42	6	21	7	8
NNC(=O)c1ccccc1F	-16	-5	-19	-20	-19	-10
CSCCC(NC(=O)C(Cc1c[nH]c2ccccc12)NC(=O)OC(C)(C)C)C(=O)NN (stereo not drawn)	9	-9	6	5	8	-2
C1CCC2C(C1)CCCC2NC1=NCCO1 (stereo not drawn)	8	13	-24	2	12	-1
CC/C(=N\N=C(/CC)c1cccs1)c1cccs1	-11	3	-6	26	-4	13
CC(=O)OC1CNC(C(=O)O)C1 (stereo not drawn)	9	20	7	22	19	20
CC(=O)Oc1ccc2c(c1)c1c(OC(C)=O)c(N(C)C(C)=O)cc(OC(C)=O)c1n2C	4	12	-1	22	6	-4
Oc1ccc2c(c1)OCC1c3ccccc3OC21 (stereo not drawn)	66	50	64	77*	77*	75*
O=[N+]([O-])c1cc(I)cc(/C=N/NS(=O)(=O)c2ccc(F)cc2)c1O	90*	78*	78*	84*	93*	53
CN(Cc1cnc2nc(N)nc(N)c2n1)c1ccc(C(=O)NC(CCC(=O)O)C(=O)O)cc1 (stereo not drawn)	46	1	88*	37	25	-10
Oc1cccc(C2=NNC(c3cccc(O)c3)=NN2)c1	7	-1	3	-15	3	-11
CN(C)CCOC(=O)Nc1ccccc1C(F)(F)F	17	22	-8	16	12	20
CCCC(CC)(CC)CO	-16	12	-7	-22	-6	-10
CC(=O)Oc1cc(OC(C)=O)c(OC(C)=O)c2c1CCCC2	7	-91	15	6	57	16

Ordered by count of non-hydrogen atoms (highest first): part of the list above
Molecule	sgs1 mgt1	yeast cln2 rad14	yeast mec2-1	rad50	yeast mlh1 rad18	yeast bub3
C=C1C[C@H](O)[C@H]2C(C[Se]c3ccccc3)C(=O)O[C@@H]2[C@H]2[C@H](C)C(O)C[C@@H]12 (stereo partly drawn)	17	-32	21	44	87*	22
Cc1ccc(C(C)C)cc1NC(=O)c1ccc([N+](=O)[O-])cc1	17	-6	16	-5	22	3
CCCCSc1nc2ccccc2c(=O)[nH]1	-5	13	-13	-11	3	9

Look-ups from above.
Entry of NCCC(=O)O in yeast mec2-1: 15
Entry of CN(C)CCOC(=O)Nc1ccccc1C(F)(F)F in yeast mec2-1: -8
Entry of CC(=O)Oc1cc(OC(C)=O)c(OC(C)=O)c2c1CCCC2 in yeast mlh1 rad18: 57
Entry of Oc1cccc(C2=NNC(c3cccc(O)c3)=NN2)c1 in yeast cln2 rad14: -1

Later entries
Molecule	sgs1 mgt1	yeast cln2 rad14	yeast mec2-1	rad50	yeast mlh1 rad18	yeast bub3
O=C1C=CC(=O)c2ccc(=O)ccc21	26	28	-1	23	51	-1
C=CCC1=CC2(OC)C(=O)C(OC)(OC)C1C1C(OC)(OC)C(=O)C(OC)=CC12CC=C (stereo not drawn)	2	5	10	4	-62	-2
c1ccc(N=NC2(c3ccccc3)CC(c3ccccc3)=NN(c3ccccc3)C2NNc2ccccc2)cc1 (stereo not drawn)	24	18	8	53	32	7
CN(C)c1ccc(/C=C(/C#N)c2ccc(Cl)cc2)cc1	-10	64	13	3	6	7
O=S(=O)(c1ccc(Cl)nc1)N1CCOCC1	nt	nt	-16	-4	9	nt
Cc1ncc([N+](=O)[O-])n1CCNS(=O)(=O)CCCn1ncnc1[N+](=O)[O-]	-38	-14	-25	-9	-72	-36
CNC(=O)Nc1ccnc(=O)[nH]1	-6	-28	-2	-11	-9	-10
CCOC(=O)c1c(C)cc(=O)n2c1[nH]c1ccccc12	-28	-19	23	20	-6	-26
COC1(OC)N=C(N)C2(C#N)C(C)CC(=O)N(N(C)C)C12C#N (stereo not drawn)	-27	-3	6	7	-35	-37
CCOC(=O)C(CCN(C)C)C(=O)OCC	3	1	-10	6	14	-23
c1ccc(-c2ccccc2N=C2N=NN=N2)cc1	2	-16	-7	-1	7	-14
COc1ccc2oc(OC)c(CC=C(C)C)c(=O)c2c1C	4	-11	-6	7	-28	-5
CCN(CC)CCSCCCNc1cc(C)nc2c1ccc1c2ccc2c(NCCCSCCN(CC)CC)cc(C)nc21	98*	73*	97*	97*	96*	94*
CCC(C)/C(C)=N\Nc1ccc([N+](=O)[O-])cc1[N+](=O)[O-] (stereo not drawn)	5	2	-7	3	1	2
NNC(=O)C(=O)N/N=C1\CCCC1C(=O)CCC(=O)Nc1cccc(Cl)c1 (stereo not drawn)	-32	-2	-33	-36	-31	-24
COC1=CC(=O)c2c(O)c3c(c(O)c2C1=O)C=C(C)OC3O (stereo not drawn)	89*	47	88*	86*	89*	86*
CC(C)C(=O)C(C)C	5	11	1	11	22	9
